Screening data from PubChem BioAssay.
POLI inh: qHTS for Inhibitors of Polymerase Iota. DNA polymerase iota (Homo sapiens), Q9UNA4. Pol iota fluorescent replication assay, 10 min. Potency, µM (series often up to 115 µM), without a hit: at the highest dose activity, negative = inhibition, actives largely listed as inhibitors. actives 1% (n = 390,000). AID 588590, 2011; also: potency is read from the fitted curve at half-maximal effect
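Fluorescent replication assay read twice, at 0 min and 10 min after adding 50 nM (final) substrate. Enzyme (10 nM) and compounds were first incubated 15 min at room temperature; enzyme-free buffer wells were negative controls.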
LDHA block: qHTS assay for inhibitors of human lactate dehydrogenase. L-lactate dehydrogenase A chain (Homo sapiens), P00338. purified LDHA, NADH/diaphorase-resazurin fluorescence; stronger effect = lower value. activity change, % (values are at about 110 or 230 µM). actives 0.15% (n = 480,000). AID 1347041, 2019; in the data active = activity change below about -30%; inconclusive = mostly about -25% to -30%;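 also: plate controls were DMSO wells for no effect and wells without enzyme for full effect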
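Human LDH5 at 2 nM final in Tris HCl pH 7.4 with 0.06 mM NADH and 0.2 mM pyruvate, reacted 5 minutes at room temperature. Remaining NADH coupled via diaphorase/resazurin; resorufin fluorescence read at 0 and 20 minutes, normalized to enzyme-free and DMSO wells.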
Pol kappa inh: qHTS for Inhibitors of Polymerase Kappa; DNA polymerase kappa (Homo sapiens), Q9UBT6; purified Pol kappa, fluorescent DNA synthesis assay, 10 min; Potency, µM (titrated, usually from 107 µM), without a hit: at the top dose activity, negative = inhibition, actives largely listed as inhibitors; actives 0.53% (n = 400,000); also: potency is read from the fitted curve at half-maximal effect; % is scaled to controls: 0 for no effect and ±100 for the full control effect
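Kinetic fluorescence readout at 0 and 10 min followed reaction start with substrate at 50 nM final. Beforehand, enzyme (10 nM Pol kappa) stood 15 min with compound at room temperature; buffer-only wells were negative controls.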
Pol beta inh: qHTS Assay for Inhibitors of DNA Polymerase Beta. P06746. Pol beta primer extension/strand displacement, fluorescence kinetic. Potency, µM (top dose mostly 114 µM), for inactives: at the top dose activity change, negative = inhibition, actives largely listed as inhibitors. actives 1.3% (n = 340,000); also: potency is read from the fitted curve at half-maximal effect; % is scaled to controls: 0 for no effect and ±100 for the full control effect
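Preincubation: enzyme (10 nM) with compound, 15 min, RT. Reaction: substrate added to 50 nM final. Reads: 0 and 10 min. Analysis: normalized, Hill fit.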
APEX1 inh: qHTS Assay for Inhibitors of the Human Apurinic/apyrimidinic Endonuclease 1 (APE1); DNA repair nuclease/redox regulator APEX1 (Homo sapiens), P27695; recombinant APE1, TAMRA/BHQ-2 abasic DNA cleavage fluorescence; Potency, µM (top dose mostly 65.8 µM), for inactives: at the highest dose activity change, negative = inhibition, most hits filed as inhibitors; actives 0.35% (n = 350,000);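 also: potency is read from the fitted curve at half-maximal effect; plate controls were vehicle for no effect and reference inhibitor for full effect; nearly all actives have a fitted effect of over 55% in size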
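Activity was derived from the fluorescence gain between first and third kinetic reads (60 s intervals, ex 525/em 598 nm) after 50 nM THF-abasic TAMRA/BHQ-2 duplex was added to 0.75 nM APE1 preincubated 15 min with compound.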
GRP78 ERSR act: qHTS for Inducers of the Endoplasmic Reticulum Stress Response (ERSR) in Human Glioma: qHTS | Potency, µM, for the others: top-dose activation, hits mostly activators | actives 0.02% (n = 420,000) | U87-MG GRP78 promoter luciferase reporter, 16 h; also: potency is read from the fitted curve at half-maximal effect; series mostly up to about 76 µM; % of control where 0% means no effect; nearly all actives have a fitted effect of over 35% in size
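Stably transfected U87-MG glioma cells carrying a GRP78-based luciferase sensor; 16 h compound incubation. Luminescence end-point read 10 min after Bright-Glo addition at room temperature.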
Pol eta inh: qHTS for Inhibitors of Polymerase Eta; Potency, µM (top dose mostly 114 µM), for inactives: at the top dose activity change, negative = inhibition, usual class: inhibitors; recombinant Pol eta, fluorescent DNA replication assay; DNA polymerase eta (Homo sapiens), Q9Y253; actives 1.2% (n = 390,000); also: potency is read from the fitted curve at half-maximal effect; % is scaled to controls: 0 for no effect and ±100 for the full control effect
Target sequence (Q9Y253 whole entry, looked up): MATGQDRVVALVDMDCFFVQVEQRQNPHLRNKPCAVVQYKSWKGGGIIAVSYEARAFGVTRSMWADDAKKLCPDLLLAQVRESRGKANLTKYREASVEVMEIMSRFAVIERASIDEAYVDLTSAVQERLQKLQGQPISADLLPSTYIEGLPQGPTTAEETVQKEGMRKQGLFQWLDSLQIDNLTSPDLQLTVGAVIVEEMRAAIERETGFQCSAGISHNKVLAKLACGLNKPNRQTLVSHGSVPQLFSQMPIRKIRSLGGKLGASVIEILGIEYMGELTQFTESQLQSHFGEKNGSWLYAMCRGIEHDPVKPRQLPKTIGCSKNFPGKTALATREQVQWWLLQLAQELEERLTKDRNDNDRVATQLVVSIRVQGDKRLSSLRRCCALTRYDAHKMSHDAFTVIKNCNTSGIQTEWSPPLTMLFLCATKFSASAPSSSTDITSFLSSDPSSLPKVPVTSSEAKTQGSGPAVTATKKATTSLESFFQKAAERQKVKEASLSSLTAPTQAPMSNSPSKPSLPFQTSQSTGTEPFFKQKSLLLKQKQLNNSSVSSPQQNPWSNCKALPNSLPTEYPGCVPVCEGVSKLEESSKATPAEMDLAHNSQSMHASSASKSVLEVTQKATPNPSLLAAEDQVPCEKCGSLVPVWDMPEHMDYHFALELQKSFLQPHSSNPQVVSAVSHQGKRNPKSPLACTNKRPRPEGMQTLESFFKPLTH
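Fluorescent replication assay: 50 nM final substrate added after a 15 min room-temperature compound preincubation with 10 nM enzyme. Signal taken at 0 min and again at 10 min.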
BLM inh: qHTS Assay for Inhibitors of Bloom's syndrome helicase (BLM) | RecQ-like DNA helicase BLM (Homo sapiens), P54132 | recombinant BLM DNA unwinding, fluorescence dequenching | Potency, µM (doses to about 56.1 µM), for the others: top-dose activity change, negative = inhibition, most hits filed as inhibitors | actives 0.2% (n = 350,000);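 also: potency is read from the fitted curve at half-maximal effect; plate controls were vehicle for no effect and no enzyme for full effect; nearly all actives have a fitted effect of over 35% in size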
Apoferritin bind: qHTS Assay for Identification of Novel General Anesthetics | Potency, µM (top dose mostly 77.5 µM), without a hit: at the top dose activity change, negative = displacement, actives largely listed as inhibitors | Ferritin light chain (Equus caballus), P02791 | actives 0.074% (n = 350,000) | apoferritin/1-aminoanthracene competitive binding, fluorescence; also: potency is read from the fitted curve at half-maximal effect; % is scaled to controls: 0 for no effect and ±100 for the full control effect; nearly all actives have a fitted effect of over 20% in size
Target sequence (P02791 2-175 limits assumed): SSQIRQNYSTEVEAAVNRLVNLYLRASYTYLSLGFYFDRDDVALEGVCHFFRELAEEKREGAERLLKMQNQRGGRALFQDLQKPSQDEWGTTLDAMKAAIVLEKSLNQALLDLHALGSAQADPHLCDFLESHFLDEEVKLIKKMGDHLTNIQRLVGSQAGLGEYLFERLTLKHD
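Probe: 1-aminoanthracene (50% saturated, PBS). Protein: horse-spleen apoferritin, 10 uM. Incubation: 10 min, room temperature. Detection: 380 nm excitation, 535 nm emission. Analysis: normalized response, four-parameter Hill.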
* hit, by the source's call; ? = inconclusive; . = no result given; & = joins results of further samples; [ ] = dose if it differs, or a comment. Unless noted, calls follow the shape of the dose curve; as a rule, active = well fitted curve in the direction sought with a large enough effect; inconclusive = small, poorly fitted or top-dose-only effect, or another doubt; inactive = no such curve, though single readings can be large; an effect the other way counts as inactive or inconclusive. Only part of the results is shown, so the mix of outcomes need not match the whole.

Results follow in this order: POLI inh | LDHA block | Pol kappa inh | Pol beta inh | APEX1 inh | GRP78 ERSR act | Pol eta inh | BLM inh | Apoferritin bind
- CCOc1ccccc1N1CCN(CC(O)COCc2cccs2)CC1 (centres undefined)
  29% | -4 | -3% | -1% | 24% | -2% | -22% | 1% | 1%
- COc1ccc2c(C)cc3nnnn3c2c1
  -8% | -15 | -3% | 4% | -3% | -4% | 0% | -5% | -9%
- Cc1ccc(NCCC(=O)c2cccs2)cc1Cl
  4% | -2 | -11% | 3% | -6% | 8% | -8% | -6% | -4%
- COc1ccc(C(=O)Nc2ccc(Cl)c(S(=O)(=O)Nc3ccccc3OC)c2)cc1
  -8% | -1 | -15% | 4% | 11% | -1% | -19% | -6% | 3%
- COc1ccc2c(c1)nc(SCC(C)O)n2C (centres undefined)
  6% | 4 | 5% | -3% | 7% | 5% | -11% | 2% | -8%
- COc1ccc(-c2cc(C(F)(F)F)nc(SCC(=O)N3CCC(C)CC3)n2)cc1
  6% | 0 | 8% | 16% | . | -3% | -14% | -3% | -13%
- Cc1cccc(N(Cc2ccccc2)C(=O)CN2C(=O)NC3(CCCC3)C2=O)c1
  -1% | -10 | -2% | . | -6% | -2% | -4% | . | .
- COCCn1c(SCC(=O)NCc2ccco2)nnc1-c1c[nH]c2ccccc12
  -4% | 1 | 9% | 1% | -1% | -5% | -4% | 3% | -9%
- Cc1c(Cl)cccc1NC(=O)c1cc(C2CC2)on1
  ? | -3 | -10% | -1% | 3% | -1% | -7% | -1% | ?
- CC(=O)c1ccc(N2CCN(C(=O)C3CCN(S(=O)(=O)c4c(C)noc4/C=C/c4ccccc4F)CC3)CC2)cc1
  25% | -5 | -9%[60.1 µM] | -3% | . | 0% | -11% | -1% | -2%
- O=C(CNc1ccccc1)N/N=C/c1ccc2c(c1)OCCO2
  27% | -14 | -11% | 6% | 5% | 10% | -4% | 4% | -23%
- Brc1ccc2ncc3ccccc3c2c1
  3% | -4 | -16% | . | . | 2% | -5% | . | .
- Cc1ccccc1-c1nc(CS(=O)(=O)CC(=O)Nc2cc(F)ccc2F)c(C)o1
  18% | -3 | -9% | 1% | -1% | 0% | -29% | -6% | ?
- C=CCOc1ccc(CNCc2cccnc2)cc1OCC
  30% | 0 | 1% | ? | 6% | 1% | -22% | 1% | -5%
- Cc1ccc(N(C)S(=O)(=O)c2ccc3[nH]cc(C(=O)O)c(=O)c3c2)cc1C
  ? | -1 | -5% | 10% | . | -1% | -8% | -1% | -5%
- CN(CC(=O)Nc1ccc(Cl)c(C(F)(F)F)c1)C(=O)C1CCN(C(=O)c2ccc(Cl)cc2)CC1
  15% | 2 | -7% | . | . | -2% | -28% | . | .
- Cc1ccc(S(=O)(=O)NC2CCCC(C(=O)O)C2)cc1 (centres undefined)
  -8% | -3 | -15% | 18% | 13% | 1% | -16% | -2% | 4%
- CCN(CC)c1ccc(/C=N/Nc2cccc(C)c2)c(O)c1
  11% | 26 | -9% | -1% | 3% | -2% | -13% | -3% | -12%
- CNC(=O)c1cc2c(ccc3ccccc32)oc1=N
  . | . | . | -6% | 9% | . | . | -4% | 423%[activator]
- CC(C)CC1(C)CNC(=O)NC1
  42%[activator] | 0 | -12% | . | . | -4% | -7% | . | .

Additional records:
Results follow in this order: POLI inh | LDHA block | Pol kappa inh | Pol beta inh | APEX1 inh | GRP78 ERSR act | Pol eta inh | BLM inh | Apoferritin bind
- CCCNc1nc(C)cc(-c2cc(C(=O)NC3CCCC3)on2)n1
  -9% | -6 | 0% | 9% | -3% | -2% | -7% | 0% | -8%
- COc1ccc(-c2noc(CN(C(=O)c3ccoc3C)C(C)C)n2)cc1
  23% | -6 | 0% | 12% | 9%[12.4 µM] | 0% | -7% | 3% | 4%
- O=C(O)CSc1nnc(NC(=O)CN2CCOCC2)s1
  -8% | -3 | 4%[60.1 µM] | 81% | 25% | 1% | 1% | -2% | -5%
- O=C1CN(C(=O)COC(=O)CCC(=O)c2ccc(F)cc2)c2ccccc2N1
  9% | -2 | -2% | . | -10% | 0% | -2% | . | .
- C#CCOCCOCCOCCNc1nc(N2CCN(C(=O)[C@H](CCC(=O)O)n3cc(C(N)Cc4ccc(O)cc4)nn3)CC2)nc(N2CCN(C(=O)[C@H](CCCCN)n3cc(C(N)[C@H](C)CC)nn3)CC2)n1 (some centres undefined)
  . | . | . | 13% | ? | . | . | 3% | 6%
- O=C(Cn1cnc2cc([N+](=O)[O-])ccc2c1=O)NCc1ccc(Cl)cc1
  41%[activator] | -4 | -12% | 0% | 1% | 2% | -2% | -1% | -17%
- Cc1ccc(C(=O)OCC(=O)c2c(N)n(C)c(=O)n(C)c2=O)cc1S(=O)(=O)N1CCCCC1
  -11% | -1 | -25% | ? | ? | -4% | 11% | -10% | -23%
- CN(Cc1nc2ccccc2[nH]1)C(=O)C1CCC(=O)N(C2CCCC2)C1 (centres undefined)
  3% | 0 | -6% | 25% | 32% | -4% | -15% | 0% | 0%
- O=C(CSc1nc(NS(=O)(=O)c2ccccc2)cc(=O)[nH]1)Nc1ccc(F)cc1
  18µM* | ? | 50µM* | 25µM* | ? | -3% | ? | ? | -13%
- Cc1ccc(-c2ccc(/C=N/n3cnnc3)o2)cc1
  26% | -3 | -9% | -21% | 7% | 5% | 11% | 3% | -5%
- O=C(COC(=O)C1(c2ccc(Cl)cc2)CCCC1)N1CCc2ccccc21
  -4% | -4 | -14% | -16% | 0% | -1% | -15% | -6% | 8%
- O=C1c2ccccc2NC(c2cccc([N+](=O)[O-])c2)N1CCc1ccccc1 (centres undefined)
  -10% | -4 | -12% | 4% | -3% | 4% | -5% | -6% | 1%
- Cc1c(NC(=O)/C(C#N)=C\c2cccs2)c(=O)n(-c2ccccc2)n1C
  19% | 6 | -3% | 63% | 14% | -2% | -10% | 1% | 5%
- CC1CCCN(c2ccc(/C=C(\C#N)c3nn(-c4ccccc4)c(N)c3C#N)cc2[N+](=O)[O-])C1 (centres undefined)
  19% | -2 | 0% | 27% | -3% | 3% | 3% | -9% | ?
- O=C(COc1cc2oc(=O)cc(-c3ccccc3)c2cc1Cl)NCc1ccccn1
  36%[activator] | -5&2 | -22% | 0% | -10% | -1% | 11% | 1% | -8%
- O=C(c1ccccc1)N(Cc1ccccc1)Cc1ccccc1
  -15% | -6 | -8% | -6% | 7% | -3% | -11% | -4% | -13%
- COc1cccc(Nc2nc3ccccc3n2C(C)C)c1
  -11% | -3 | -15% | 12% | 16% | -3% | -21% | 5% | -3%
- CCc1cc2ccc(C)cc2nc1SCC(=O)Nc1c[nH]c(=O)[nH]c1=O
  -16% | -12 | -4% | 29% | 25% | -4% | -2% | -2% | 2%
- COCCNC(=O)c1cc(Sc2nnc(C)s2)nc2ccccc12
  . | . | . | 3% | 5% | . | . | 0% | -9%
- Cn1c(NCc2cccs2)nc2ccccc21
  8% | -5 | 0% | -1% | -1% | 2% | -5% | -6% | 7%

(cont.)
Results follow in this order: POLI inh | LDHA block | Pol kappa inh | Pol beta inh | APEX1 inh | GRP78 ERSR act | Pol eta inh | BLM inh | Apoferritin bind
- Cc1ccc(S(=O)(=O)N(C)C)cc1NC(=O)c1cncc(Br)c1
  172%[activator] | -5 | -13% | -2% | 5% | -5% | -8% | -4% | 2%
- O=C1CSc2ccc(S(=O)(=O)CCC(=O)NC3CCCCC3)cc2N1
  1% | -5 | -17% | -22% | 2% | -4% | -18% | 0% | -15%
- COc1ccc(/C(O)=C2/C(=O)C(=O)N(Cc3cccnc3)C2c2ccncc2)cc1F (centres undefined)
  -11% | 3 | 7% | 16% | 1% | -4% | -8% | 2% | -10%
- CN(C)c1nc(N(C)C)n(C(=O)c2ccc(F)cc2)n1
  2% | -6 | -2% | -1% | -1% | 0% | -25% | -2% | -8%
- CC(OC(=O)c1ccccc1NCCO)C(=O)NC1CCCCC1C (centres undefined)
  6% | 5 | -9% | . | 6% | 0% | -9% | . | .

Another view of some results above.
Molecule,POLI inh,LDHA block,Pol kappa inh,Pol beta inh,APEX1 inh,GRP78 ERSR act,Pol eta inh,BLM inh,Apoferritin bind
O=C(c1ccccc1)N(Cc1ccccc1)Cc1ccccc1,-15%,-6,-8%,-6%,7%,-3%,-11%,-4%,-13%
COc1cccc(Nc2nc3ccccc3n2C(C)C)c1,-11%,-3,-15%,12%,16%,-3%,-21%,5%,-3%
CCc1cc2ccc(C)cc2nc1SCC(=O)Nc1c[nH]c(=O)[nH]c1=O,-16%,-12,-4%,29%,25%,-4%,-2%,-2%,2%
COCCNC(=O)c1cc(Sc2nnc(C)s2)nc2ccccc12,.,.,.,3%,5%,.,.,0%,-9%
Cn1c(NCc2cccs2)nc2ccccc21,8%,-5,0%,-1%,-1%,2%,-5%,-6%,7%
Cc1ccc(S(=O)(=O)N(C)C)cc1NC(=O)c1cncc(Br)c1,172%[activator],-5,-13%,-2%,5%,-5%,-8%,-4%,2%
O=C1CSc2ccc(S(=O)(=O)CCC(=O)NC3CCCCC3)cc2N1,1%,-5,-17%,-22%,2%,-4%,-18%,0%,-15%
COc1ccc(/C(O)=C2/C(=O)C(=O)N(Cc3cccnc3)C2c2ccncc2)cc1F (centres undefined),-11%,3,7%,16%,1%,-4%,-8%,2%,-10%
CN(C)c1nc(N(C)C)n(C(=O)c2ccc(F)cc2)n1,2%,-6,-2%,-1%,-1%,0%,-25%,-2%,-8%
CC(OC(=O)c1ccccc1NCCO)C(=O)NC1CCCCC1C (centres undefined),6%,5,-9%,.,6%,0%,-9%,.,.
